# From PubChem BioAssay
# DNMT1 block = DNMT1 (human) enzyme inhibition; P26358; DNMT1 molecular beacon, Hinp1I cleavage, fluorescence; inhibition (reported as % activation of signal), % at 10 µM; 360,000 tested, 0.83% active; AID 588458; in the data active = inhibition above about 50%
# Rpn11 block = Rpn11 (human) deubiquitinase inhibition. human 26S proteasome, Ub4-pepOG fluorescence polarization; 20S core pre-blocked with epoxomicin. O00487. AID 588493. calls only at 20 µM. 360,000 tested, 0.59% active;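 active = inhibition at 20 µM, scaled to each plate's controls, above about 33%, limit read from the data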
# Scp-1 inhibitor = Scp-1 (human) phosphatase inhibition; 340,000 tested, 0.88% active; inhibition, % at 20 µM; Recombinant Scp1, phosphopeptide, malachite green phosphate absorbance; Q9GZU7;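 active = inhibition above about 50% at 20 µM, limit read from the data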;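 note: plate controls were DMSO wells with enzyme for no effect and wells lacking enzyme for full effect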
# Target sequence (Q9GZU7 76-261 limits assumed): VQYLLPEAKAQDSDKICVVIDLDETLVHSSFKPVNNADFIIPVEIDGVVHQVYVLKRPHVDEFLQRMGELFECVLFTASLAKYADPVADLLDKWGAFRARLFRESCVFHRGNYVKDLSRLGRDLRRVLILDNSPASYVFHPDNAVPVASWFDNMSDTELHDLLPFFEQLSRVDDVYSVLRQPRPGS
#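 System: SCP-1 catalytic domain; Reagent: Phospho 17-mer peptide substrate; Doses: one concentration, 20 µM, with 1.0% DMSO; Incubation: 45 min room-temperature reaction, 5 min colour, 30 min stabiliser; Signal: Phosphate-binding colour reagent, absorbance read at 630 nm.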
# SKN-1 block = inhibitors of C. elegans SKN-1 | C. elegans VP596 Pgst-4::GFP/RFP ratio, acrylamide-induced, 24 h | inhibition, % at 21.8 µM | 360,000 tested, 0.49% active;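 active = interference check ratio from 0.5 to 1.5 plus GFP to RFP signal ratio inhibition reaching or exceeding a fixed threshold, cut at about 30% in these data, passing the limit was not always enough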; note: some compounds called inactive have numbers as strong as hits
# SUMO1 PPI mod = alters human SUMO1 binding to SIM partners | SUMO1 binding to a labelled peptide, TR-FRET, 1 h | inhibition, % at 20 µM | 360,000 tested, 0.33% active | AID 602429; in the data active = inhibition above about 37%
# Target sequence (P63165 whole entry, looked up): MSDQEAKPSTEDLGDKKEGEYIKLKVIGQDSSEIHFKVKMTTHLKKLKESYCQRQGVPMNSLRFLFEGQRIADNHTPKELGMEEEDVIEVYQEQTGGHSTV
# NadD block = inhibitors of Staphylococcus aureus NadD; purified NadD enzyme, colorimetric absorbance read-out; inhibition, % at 20 µM; 360,000 tested, 0.78% active; AID 602399; in the data active = inhibition above about 26%; note: some compounds past the cut are filed as inactive
# STEP block = inhibitors of human striatal-enriched phosphatase STEP; P54829; recombinant STEP, OMFP fluorogenic substrate, fluorescence; inhibition, % at 20 µM; 360,000 tested, 0.25% active; AID 588621;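 active = inhibition at 20 µM, scaled per plate between control wells, above about 37%, limit read from the data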;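 note: 0% = DMSO with enzyme and substrate and 100% = substrate only without enzyme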
# Target sequence (P54829 whole entry, looked up): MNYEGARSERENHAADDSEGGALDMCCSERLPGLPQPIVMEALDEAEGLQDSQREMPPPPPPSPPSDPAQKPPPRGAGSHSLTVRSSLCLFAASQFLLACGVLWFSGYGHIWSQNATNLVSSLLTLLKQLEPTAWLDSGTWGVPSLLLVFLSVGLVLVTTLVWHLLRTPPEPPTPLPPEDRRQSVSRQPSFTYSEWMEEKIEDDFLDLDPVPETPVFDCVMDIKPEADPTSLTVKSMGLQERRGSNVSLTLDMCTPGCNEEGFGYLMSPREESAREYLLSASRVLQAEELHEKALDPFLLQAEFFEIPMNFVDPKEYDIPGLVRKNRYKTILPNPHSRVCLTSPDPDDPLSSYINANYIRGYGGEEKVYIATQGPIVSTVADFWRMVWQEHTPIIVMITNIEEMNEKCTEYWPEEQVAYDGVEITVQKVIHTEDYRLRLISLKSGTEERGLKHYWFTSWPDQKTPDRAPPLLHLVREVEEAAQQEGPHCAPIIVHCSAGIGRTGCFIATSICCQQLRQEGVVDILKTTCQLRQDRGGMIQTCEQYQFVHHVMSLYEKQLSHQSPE
#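 Assay system: isolated STEP enzyme. Buffer or medium: pH 6.0 Bis-Tris with DTT and Tween 20. Also added: fluorogenic phosphatase substrate OMFP at 25 µM final. Dosing: 20 µM, 1% DMSO. Timing: 20 min reaction, room temperature, in the dark. Measured by: fluorescence intensity, excitation 480 nm, emission 540 nm. Evaluation: normalized % inhibition.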
# NRP1-CendR mod = modulators of CendR peptide binding to human neuropilin-1 | O14786 | FAM-RPARPAR peptide binding to NRP-1, fluorescence polarization | inhibition, % at 25 µM | 360,000 tested, 0.85% active | AID 602438;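 active = inhibition or corrected inhibition above about 18%, plus a signal ratio from 0.5 to 1.5, limit read from the data, passing the limit was not always enough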; note: strong numbers were not always called active
# LMPTP inh = LMPTP (human) inhibition. P24666. recombinant LMPTP-A, OMFP fluorogenic substrate, fluorescence intensity. inhibition, % at 20 µM. 360,000 tested, 0.22% active;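 active = compounds that cut the enzyme signal by at least half of the control window in the single-dose screen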;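 note: plate controls were DMSO wells with enzyme plus substrate for no effect and substrate without enzyme for full effect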
# Target sequence (P24666 whole entry, looked up): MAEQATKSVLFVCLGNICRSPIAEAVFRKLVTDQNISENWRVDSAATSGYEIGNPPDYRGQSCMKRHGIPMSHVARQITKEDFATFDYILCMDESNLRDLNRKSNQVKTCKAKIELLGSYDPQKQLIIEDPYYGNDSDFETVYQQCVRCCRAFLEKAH
#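 material = LMPTP-A | quantity = 0.625 nM enzyme | reagent = OMFP substrate, 400 µM final | buffer or medium = Bis-Tris pH 6.0, DTT, detergent | detection = endpoint fluorescence intensity from OMFP dephosphorylation | dosing = single 20 µM dose | read-out basis = % inhibition relative to no-enzyme and uninhibited control wells | control set = no-enzyme and uninhibited controls | timing = 50 min at room temperature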
# MT1-MMP act inh = MT1-MMP (human) activation inhibition; HT1080 RFP-PRO-GFP cells, GFP/RFP ratio fluorescence, overnight; percent of plate control window, DMSO zero; GFP/RFP ratio change, % at 20 µM; AID 651647; 360,000 tested, 0.061% active;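 active = GFP/RFP ratio change of at least 30% with cell ATP level not reduced by more than half and red fluorescence within 50% of control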; note: strong numbers were not always called active
#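 Assay system: HT1080 cells carrying an RFP-PRO-GFP reporter | Dosing: Single dose of 20 µM compound, 1% DMSO final | Incubation: Cells overnight before dosing, compound overnight, 37 °C, 5% CO2 | Evaluation: GFP/RFP fluorescence ratio | Control set: DMSO and RFP-L50D-GFP cell wells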
# * hit, by the source's call; i = inactive; nt = not tested or not shown.
# The line under a structure holds: LMPTP inh	NadD block	Rpn11 block	DNMT1 block	NRP1-CendR mod	Scp-1 inhibitor	MT1-MMP act inh	SKN-1 block	SUMO1 PPI mod	STEP block
CCCCC[C@@H](C)N1C[C@@H](COCc2ccccc2)Oc2cc(N3CCC[C@H]3C(N)=O)ccc2S1(=O)=O
→ 4.2	-10	nt	nt	-6	nt	0	10	0	nt
COC(=O)C1=CN(c2ccc(C(C)(C)C)cc2)C(N)=C(C#N)C1c1cccc2ccccc12 (stereo not drawn)
→ 2.6	nt	nt	nt	2	nt	-7	11	-1	nt
O=C(COC(=O)c1cccc(OC(F)F)c1)Nc1cc(S(=O)(=O)N2CCCC2)ccc1Cl
→ 1.1	-1	i	-1	17	nt	0	13	4	0
O=C(NCCc1ccccc1)C1CCCN1S(=O)(=O)c1ccccc1 (stereo not drawn)
→ 0.1	-6	i	2	12	-2	0	-1	-1	0
CC(C)C(=O)N1CCC(c2nc(-c3ccc(S(=O)(=O)N4CCCC4)cc3)no2)CC1
→ -1.0	-5	i	3	-2	-1	-1	5	3	4
CCC(C)n1c(=N)c(C#N)cc2c(=O)n3ccccc3nc21 (stereo not drawn)
→ -1.7	7	i	1	127	-10	0	8	-22	7
O=C(CSc1nnc(NC(=O)C2CC(=O)N(c3ccc(F)cc3)C2)s1)NC1CCCC1 (stereo not drawn)
→ 1.5	4	i	-11	-10	2	0	-5	6	0
COc1ccc(-c2ccc(CN3C(C(C)C)C(=O)N(Cc4cn(CCC5OCCCO5)nn4)CCS3(=O)=O)cc2)cc1OC (stereo not drawn)
→ -0.7	1	i	5	5	nt	-2	10	2	-3
COC(=O)c1ccc2c(=O)n(-c3ccccc3)c(=S)[nH]c2c1
→ 1.2	-9	i	3	-10	-4	7	1	2	0
CCc1ccc(CNC(=O)C2CCN(S(=O)(=O)N3CCCCC3)CC2)cc1
→ -3.0	-5	i	5	-1	nt	-6	6	-1	-2
N#Cc1ccccc1Sc1ccccc1C(=O)OCC(=O)N1CCN(C(=O)c2ccco2)CC1
→ 1.2	6	i	1	6	-6	3	13	6	-3
CC(C)=CCC(C)(C)CNC(=O)NC1CCCCC1
→ -1.9	-6	i	2	-4	-1	-6	8	5	-2
CC(=O)c1cc(-c2ccccc2)n(CC(=O)N2CCN(C3CCCC3)CC2)c1C
→ -0.3	-4	i	-6	2	1	6	4	2	-3
CCN(CC)c1ccc(NC(=O)COc2ccc(N(C)S(=O)(=O)c3cccs3)cc2)cc1
→ 2.6	1	i	-7	2	-1	-2	-6	1	15
COc1cccc(C(C(=O)NC2CCCC2)N2CCN(c3ncccc3C#N)CC2)c1OC (stereo not drawn)
→ -0.5	nt	nt	nt	8	nt	3	-6	-2	nt
CN1CCC(N(C)C(=O)c2ccccc2F)CC1
→ -2.0	-2	i	0	0	1	-8	5	1	0
Cc1cn([C@H]2C[C@H](O)[C@@H](CCC(=O)NCc3cccs3)O2)c(=O)[nH]c1=O
→ -1.7	-5	i	16	-2	nt	2	-11	2	1
Cc1sc2ncnc(SCC(=O)NC(=O)c3cccn3C)c2c1C
→ 1.1	4	i	2	-20	-7	3	8	-15	0
COCCCNC(=O)CCc1c(C)nc2c(c(C)nn2-c2ccc(C)cc2)c1C
→ -0.7	-1	i	-1	2	3	-1	14	1	1
N/C(=N\OC(=O)COc1ccc(Cl)cc1Br)c1cccnc1
→ -0.3	-8	i	-2	-8	-8	-1	4	-3	1
COc1ccc(C(=O)N/N=C(\N)c2cc3ccccc3oc2=O)cc1
→ 0.7	-10	i	1	8	-6	4	4	-29	-1
COc1ccccc1Nc1nc2nonc2[nH]c1=O
→ 5.2	0	i	-1	2	-3	-6	3	5	0
Oc1ccc(C[C@H]2CN([C@@H](Cc3cccc(O)c3)CN3CCC[C@@H]3CN3C(=S)NC[C@@H]3Cc3ccccc3)C(=S)N2CC2CCCCC2)cc1
→ 4.8	44*	i	-47	-4	nt	-9	11	4	-1
Cn1c(CC(=O)Nc2ccccc2F)nnc1SCC(=O)Nc1nccs1
→ -1.5	1	i	2	10	1	1	2	0	-2
CC(=O)c1cccc(NC(=O)CN2CCc3cc4c(cc3C2C)OCCCO4)c1 (stereo not drawn)
→ 0.1	-7	i	-6	11	-2	9	-12	3	-3
O=S(=O)(N[C@H]1C[C@@H](NS(=O)(=O)OCC(Cl)(Cl)Cl)C2CCCCC21)OCC(Cl)(Cl)Cl (stereo partly drawn)
→ -4.0	-1	i	0	6	-7	5	-18	7	-1
Cc1nc([N+](=O)[O-])cn1CC(=O)Nc1ccc2c(c1)OCO2
→ -1.4	1	i	1	1	-5	0	1	-6	-2
COCCN1C2=C(COC(C)(C)C2)C(=S)NC1c1ccccc1 (stereo not drawn)
→ 1.3	-3	i	-1	1	-5	0	-9	-2	-3
C/C(=N\N1CCN(c2ccc(Cl)cc2)CC1)c1cccs1
→ -0.6	4	i	10	11	-2	0	-4	-3	0
CCCCOc1ccc(/C=C/C(=O)OCC(=O)NC(=O)NCC(C)C)cc1OCC
→ -1.6	3	i	6	2	-8	-3	2	-7	33

# The list goes on (2 carried over from the part before).
# The line under a structure holds: LMPTP inh	NadD block	Rpn11 block	DNMT1 block	NRP1-CendR mod	Scp-1 inhibitor	MT1-MMP act inh	SKN-1 block	SUMO1 PPI mod	STEP block
C/C(=N\N1CCN(c2ccc(Cl)cc2)CC1)c1cccs1
→ -0.6	4	i	10	11	-2	0	-4	-3	0
CCCCOc1ccc(/C=C/C(=O)OCC(=O)NC(=O)NCC(C)C)cc1OCC
→ -1.6	3	i	6	2	-8	-3	2	-7	33
CCOC(=O)C1CCCN(C(=O)C(=O)Nc2ccc3nc4n(c(=O)c3c2)CCCCC4)C1 (stereo not drawn)
→ -3.0	-3	i	0	0	11	4	6	3	-3
COc1cc(C2CC(=O)Oc3c(C(CCN4CCCC(C)C4)c4ccc(N(C)C)cc4)c(OC)cc(OC)c32)cc(OC)c1OC (stereo not drawn)
→ -1.5	4	i	-8	25*	5	4	7	0	0
O=c1oc2ccc(Br)cc2cc1-c1nc2ccccc2o1
→ -0.3	0	i	10	-8	-3	-145	4	-9	-1
CN(CC(=O)Nc1ccc(F)cc1)CC(=O)Nc1ccc(Cl)c(S(=O)(=O)N2CCOCC2)c1
→ 0.3	0	i	1	-4	-2	1	14	-5	-5
Cn1ccnc1C(O)c1ccccc1 (stereo not drawn)
→ -4.4	3	i	3	6	-3	3	-1	2	-3
Cc1ccccc1OCCOC(=O)c1c(-c2ccccc2)noc1C
→ 0.6	4	i	4	8	-15	-9	11	1	2
CCCN1CCN(c2ccc([N+](=O)[O-])cc2C#N)CC1
→ 1.0	-4	i	-1	-10	-2	2	1	-25	0
COc1cc(C(=O)NCc2ccncc2)cc(Br)c1OCc1ccccc1
→ 0.3	-6	i	2	8	7	-1	0	3	0
CC1=C(CC/C(C)=N/NC(N)=S)C(C)(C)CCC1
→ 0.9	16	i	0	-4	-2	-14	-3	-1	0
O=C1C(=O)N(CCN2CCOCC2)C(c2ccncc2)/C1=C(/O)c1ccc2c(c1)OCO2 (stereo not drawn)
→ 2.9	3	i	-5	-8	3	-25	-45	-2	-1
Cn1c(/C=N/n2cnnc2)nc2ccccc21
→ -1.3	-2	i	1	3	-8	2	6	-8	0
CCOC(=O)[C@@H]1CSCCS(=O)(=O)N1Cc1ccccc1Br
→ 11	-4	i	18	-16	12	3	-17	3	36
COc1ccc(NC(=S)NCC2CCCO2)c(C)c1 (stereo not drawn)
→ 0.3	5	i	-1	9	5	5	8	2	-3
O=C(/C=C/c1ccccc1)NCCSCc1ccccc1
→ -0.1	-2	i	-5	-2	-12	4	4	-4	0
CC(NC(=S)NC(=O)c1ccccc1Br)c1ccccc1 (stereo not drawn)
→ 2.6	-4	i	-20	-2	33	1	5	8	1
O=C1NC(=O)C(Cc2ccccc2)(c2ccccc2)N1 (stereo not drawn)
→ 0.9	3	i	0	7	-1	0	5	0	-1
COc1ccc(NC(=O)c2cc(-c3ccccc3)oc2C)cc1
→ -0.4	-6	i	9	8	-10	3	-5	-1	-2
O=C(O)c1cccc(Oc2ccc(C(=O)O)c([N+](=O)[O-])c2)c1
→ 0.0	0	i	-1	-3	-8	4	7	-3	2
CN(CC(=O)Nc1cccc(F)c1)C(=O)c1ccc2c(c1)OCCO2
→ -2.4	5	i	-1	4	0	3	14	-1	0
CC(=O)NCC(O)c1ccc([N+](=O)[O-])cc1 (stereo not drawn)
→ 4.3	-5	i	1	5	-11	1	-1	-17	0
CCN1CCN(CC(=O)Nc2cc(F)ccc2C)CC1
→ -1.1	3	i	2	4	-5	1	5	3	3
Cc1ccc(Nc2c(-c3ccccn3)nc3cc(C)ccn23)cc1
→ 0.1	6	i	5	7	-7	-8	-9	-19	3
Cc1csc(=O)n1CC(=O)Nc1ccc(Cl)c(Cl)c1
→ 1.6	-4	i	-8	4	-8	5	5	-6	-5
CCOC(=O)/C(C#N)=C/c1cc(C)n(-c2ccccc2)c1C
→ 2.3	-4	i	-8	-5	-12	0	29	-16	0
Cc1c(NS(=O)(=O)c2cc([N+](=O)[O-])ccc2Cl)c(=O)n(-c2ccccc2)n1C
→ -2.0	-5	i	0	-10	-7	3	-20	-25	-1
O=C(COc1ccc2ccccc2c1)NCCNC(=O)COc1ccc2ccccc2c1
→ -1.0	10	i	9	-7	1	2	-4	2	-4
CCCCNC(=O)NS(=O)(=O)c1ccc(C(=O)OC(C)C)o1
→ -1.7	-7	i	0	4	-3	-1	12	0	-2
COc1ccc(NC2CCCN(Cc3cccc4cnccc34)C2)cc1 (stereo not drawn)
→ -0.8	2	i	-1	1	-4	9	7	-3	1
Cn1c(CC(=O)NN)c(Sc2ccccc2)c2ccccc21
→ 2.0	0	i	7	0	-10	0	-12	-1	1
CCc1csc(CNC(=O)C2CCC(=O)N(Cc3cccc(F)c3)C2)n1 (stereo not drawn)
→ -0.8	-2	i	0	-1	31	-1	7	3	0
CCCCN(CC)CCNC(=O)CCNC(=O)Cn1ccc2ccccc2c1=O
→ -0.2	-5	i	1	0	-13	-2	7	23	2
O=C(COC(=O)COc1ccc(Br)cc1)NNC(=O)c1ccccc1
→ -0.4	-6	i	-2	16	-2	10	3	-2	1
CCCOc1ccc(/C(O)=C2/C(=O)C(=O)N(CCN(C)C)C2c2ccc(OC)c(OC)c2)cc1 (stereo not drawn)
→ -1.6	-4	i	1	2	-9	-2	-4	-9	1
